BioA inh – inhibitors of Mycobacterium tuberculosis BioA enzyme. purified M. tuberculosis BioA enzyme, plate reader. inhibition, % at 9.99 µM. 360,000 compounds, 0.096% hits. AID 602481; in the data active means inhibition above about 40%
Numbers without * were called inactive. An excerpt; the hit share may differ from the screen's.

structure: O=C(C[C@@H]1C=C[C@@H](NC(=O)c2ccncc2)[C@@H](CO)O1)NCC1CC1
- BioA inh: -1.3
structure: C[C@H]1CN([C@@H](C)CO)C(=O)Cc2cc(NC(=O)Nc3ccccc3)ccc2O[C@H]1CN(C)C(=O)Nc1ccccc1
- BioA inh: -3.3
structure: C[C@@H]1CN([C@@H](C)CO)C(=O)c2cccc(NC(=O)C3CC3)c2O[C@@H]1CN(C)Cc1ccc2c(c1)OCO2
- BioA inh: 1.5
structure: Cc1ccc(S(=O)(=O)N(C)C[C@@H]2Oc3ccc(NC(=O)C4CC4)cc3C(=O)N([C@H](C)CO)C[C@H]2C)cc1
- BioA inh: 1.5
structure: C[C@H]1CN([C@@H](C)CO)S(=O)(=O)c2ccc(C#CCC3CCCC3)cc2O[C@@H]1CN(C)C(=O)CC1CC1
- BioA inh: 0.8
structure: COCC(=O)N1CCCCN2[C@H](CO)[C@H](c3ccc(C#Cc4ccccc4)cc3)[C@H]2C1
- BioA inh: -2.0
structure: C[C@@H]1CN([C@H](C)CO)C(=O)c2cc(-c3ccc(F)cc3)cnc2O[C@@H]1CN(C)C(=O)CN(C)C
- BioA inh: -1.0
structure: CCC(=O)Nc1ccc2c(c1)OC[C@@H](C)N(C(=O)CN(C)C)C[C@H](C)[C@@H](OC)CN(C)C2=O
- BioA inh: -0.5
structure: CO[C@H]1CN(C)C(=O)c2cc(NC(=O)Nc3cccc(F)c3)ccc2OC[C@H](C)N(C)C[C@H]1C
- BioA inh: 0.5
structure: C[C@@H]1CN([C@H](C)CO)C(=O)c2cc(NS(=O)(=O)c3ccc(F)cc3)ccc2O[C@H]1CN(C)C(=O)NC1CCCCC1
- BioA inh: -0.3
structure: N#C[C@H]1[C@H](c2ccccc2)[C@@H](CO)N1S(=O)(=O)c1ccc(F)cc1
- BioA inh: -3.2
structure: COCC(=O)N1CCCCN2[C@H](C1)[C@H](c1ccc(-c3ccc(OC)cc3)cc1)[C@@H]2CO
- BioA inh: -2.6
structure: CC(C)NC(=O)N(C)C[C@H]1Oc2ncc(-c3cncnc3)cc2C(=O)N([C@H](C)CO)C[C@H]1C
- BioA inh: -3.2
structure: CCC(=O)N1C[C@@H](C)[C@H](OC)CN(C)C(=O)c2ccc(NS(C)(=O)=O)cc2OC[C@H]1C
- BioA inh: -2.3
structure: COc1ccc(S(=O)(=O)N(C)C[C@H]2Oc3cc(C4=CCCC4)ccc3S(=O)(=O)N([C@H](C)CO)C[C@@H]2C)cc1
- BioA inh: -1.2

Part of the list above in order of length of the SMILES, ascending:
structure: COCC(=O)N1CCCCN2[C@H](CO)[C@H](c3ccc(C#Cc4ccccc4)cc3)[C@H]2C1
- BioA inh: -2.0
structure: CO[C@H]1CN(C)C(=O)c2cc(NC(=O)Nc3cccc(F)c3)ccc2OC[C@H](C)N(C)C[C@H]1C
- BioA inh: 0.5
structure: C[C@@H]1CN([C@@H](C)CO)C(=O)c2cccc(NC(=O)C3CC3)c2O[C@@H]1CN(C)Cc1ccc2c(c1)OCO2
- BioA inh: 1.5

Next records follow.
structure: CN1C[C@H](O)COC[C@@H]2O[C@@H](CC(=O)N3CCN(c4ccccc4)CC3)CC[C@H]21
- BioA inh: -0.9
structure: CCC(=O)N1C[C@H](O)COC[C@H]2O[C@@H](CC(=O)NC)CC[C@@H]21
- BioA inh: -1.1
structure: CO[C@H]1CN(C)C(=O)c2ccc(NC(=O)C3CC3)cc2OC[C@@H](C)N(CCc2ccccc2)C[C@H]1C
- BioA inh: 0.1
structure: Cc1ccc(S(=O)(=O)N(C)C[C@@H]2OCCCC[C@H](C)Oc3ccc(NC(=O)CCC(F)(F)F)cc3C(=O)N([C@@H](C)CO)C[C@H]2C)cc1
- BioA inh: -0.1
structure: C[C@H]1CN([C@@H](C)CO)C(=O)c2cccc(NC(=O)c3ccc(-c4nccs4)cc3)c2O[C@H]1CN(C)Cc1ccc(C(=O)O)cc1
- BioA inh: -1.9
structure: C[C@H]1CN([C@@H](C)CO)C(=O)Cc2cc(NC(=O)C3CCCCC3)ccc2O[C@H]1CN(C)C(=O)NC1CCCCC1
- BioA inh: 1.0
structure: C[C@@H]1CCCCO[C@@H](CN(C)S(=O)(=O)c2cccs2)[C@H](C)CN([C@@H](C)CO)C(=O)c2cc(NS(=O)(=O)c3cn(C)cn3)ccc2O1
- BioA inh: -0.1
structure: CC(=O)N1[C@H](CO)[C@@H](c2ccccc2)[C@H]1CN(CC1CCC1)C(=O)CN(C)C
- BioA inh: -2.2
structure: CC(=O)N(C)C[C@@H]1Oc2ncc(C#CCC3CCCC3)cc2C(=O)N([C@@H](C)CO)C[C@H]1C
- BioA inh: 2.5
structure: CN(C)CCCNC(=O)C[C@H]1CC[C@@H](NS(=O)(=O)c2ccc(F)cc2)[C@H](CO)O1
- BioA inh: 1.9
structure: CCCNC(=O)N1C[C@@H](C)[C@@H](OC)CN(C)C(=O)c2ccc(NS(C)(=O)=O)cc2OC[C@H]1C
- BioA inh: -2.2
structure: O=C(C[C@@H]1C[C@@H]2c3cc(NC(=O)c4cccnc4)ccc3O[C@@H]2[C@@H](CO)O1)NCc1cccc(F)c1
- BioA inh: 51*
structure: O=C(NCC1CC1)[C@H]1[C@H](CO)[C@H]2Cn3c(ccc(-c4cccc(F)c4)c3=O)[C@H]2N1CC1CC1
- BioA inh: 16
structure: O=C(CCN1CCCCC1)N[C@@H]1CC[C@@H](CCNS(=O)(=O)c2ccccc2)O[C@@H]1CO
- BioA inh: 1.3
structure: C[C@@H]1CN([C@@H](C)CO)C(=O)c2cc(-c3ccccc3)cnc2O[C@@H]1CN(C)C(=O)c1cccc(F)c1
- BioA inh: 2.1

structure: C[C@@H]1CCCCO[C@@H](CN(C)CC2CCCCC2)[C@H](C)CN([C@@H](C)CO)C(=O)c2cc(NS(=O)(=O)c3cccs3)ccc2O1
- BioA inh: 2.0
structure: C[C@H](CO)N1C[C@H](C)[C@@H](CN(C)C)Oc2ccc(NS(C)(=O)=O)cc2CC1=O
- BioA inh: -6.7
structure: COc1cccc(NC(=O)N(C)C[C@@H]2Oc3cc(C#Cc4ccccc4)ccc3S(=O)(=O)N([C@H](C)CO)C[C@H]2C)c1
- BioA inh: 0.7
structure: CO[C@H]1CN(C)C(=O)c2ccc(NC(C)=O)cc2OC[C@H](C)N(Cc2ccccn2)C[C@H]1C
- BioA inh: 0.7
structure: CCC(=O)N[C@@H]1C=C[C@@H](CC(=O)NCc2ccccc2F)O[C@H]1CO
- BioA inh: -5.0
structure: CCC(=O)N(C)C[C@H]1Oc2cc(-c3ccccc3C)ccc2S(=O)(=O)N([C@@H](C)CO)C[C@@H]1C
- BioA inh: 0.8
structure: CCCNC(=O)N(C)C[C@H]1Oc2ncc(C#CCc3ccccc3)cc2C(=O)N([C@@H](C)CO)C[C@H]1C
- BioA inh: -2.3
structure: CO[C@@H]1CN(C)C(=O)c2ccc(NS(=O)(=O)c3ccccc3C)cc2OC[C@@H](C)NC[C@H]1C
- BioA inh: 3.0
structure: CCCN(C)C[C@H]1Oc2cc(C#Cc3ccc(F)cc3)ccc2S(=O)(=O)N([C@H](C)CO)C[C@H]1C
- BioA inh: -2.2
structure: CO[C@H]1CN(C)C(=O)c2cc(NC(=O)Nc3ccc4c(c3)OCO4)ccc2OC[C@@H](C)NC[C@H]1C
- BioA inh: 1.8
structure: C[C@@H]1CN([C@@H](C)CO)C(=O)CCCn2nncc2CO[C@H]1CN(C)Cc1ccc(O)cc1
- BioA inh: -1.6
structure: C[C@H]1CN([C@@H](C)CO)C(=O)Cc2cc(NC(=O)c3ccncc3)ccc2O[C@@H]1CN(C)CC1CC1
- BioA inh: 1.5
structure: C[C@@H]1CN([C@@H](C)CO)C(=O)c2cc(NS(=O)(=O)c3ccc(F)cc3)ccc2O[C@@H]1CN(C)C
- BioA inh: -4.8
structure: CCC(=O)Nc1ccc2c(c1)OC[C@H](C)N(C(C)=O)C[C@H](C)[C@@H](OC)CN(C)C2=O
- BioA inh: -2.0
structure: CC(=O)N(C)C[C@H]1Oc2cc(C#CC3CC3)ccc2S(=O)(=O)N([C@H](C)CO)C[C@@H]1C
- BioA inh: -1.3

structure: C[C@@H]1CCCCO[C@H](CN(C)Cc2ccccc2)[C@@H](C)CN([C@H](C)CO)C(=O)c2cc(NC(=O)C3CCCCC3)ccc2O1
- BioA inh: -1.2
structure: CCCC#Cc1cnc2c(c1)C(=O)N([C@H](C)CO)C[C@@H](C)[C@H](CN(C)C(=O)NCCC)O2
- BioA inh: 0.0
structure: CCC(=O)Nc1ccc2c(c1)C(=O)N(C)[C@@H]1CC[C@@H](CC(=O)NCc3ccccc3Cl)O[C@H]1CO2
- BioA inh: 2.7
structure: C[C@@H]1CCCCO[C@H](CN(C)C(=O)c2ccccc2)[C@@H](C)CN([C@H](C)CO)C(=O)c2cc(NC(=O)Nc3ccc(C(F)(F)F)cc3)ccc2O1
- BioA inh: -0.4
structure: O=C(C[C@H]1C[C@@H]2c3cc(NC(=O)C4CCOCC4)ccc3O[C@@H]2[C@H](CO)O1)NC1CCCC1
- BioA inh: -0.4
structure: COc1ccc(S(=O)(=O)N(C)C[C@H]2OCCCC[C@H](C)Oc3ccc(NC(=O)Nc4cccc5ccccc45)cc3C(=O)N([C@@H](C)CO)C[C@@H]2C)cc1
- BioA inh: -1.3
structure: O=C(C[C@H]1CC[C@H]2[C@@H](COC[C@@H](O)CN2C(=O)c2ccncc2)O1)NCc1cc(F)cc(F)c1
- BioA inh: 0.3
structure: O=C(C[C@@H]1C[C@@H]2c3cc(NC(=O)C4CCOCC4)ccc3O[C@@H]2[C@H](CO)O1)NCC1CC1
- BioA inh: -2.6
structure: C[C@@H](O)C#Cc1ccc([C@H]2[C@@H](CO)N3CCCCN(CC4CCOCC4)C[C@@H]23)cc1
- BioA inh: -1.4
structure: Cc1cccc(-c2ccc([C@H]3[C@@H](CO)N4CCCCN(S(=O)(=O)c5cccs5)C[C@H]34)cc2)c1
- BioA inh: -5.3
structure: C[C@H](CO)N1C[C@H](C)[C@H](CN(C)CC2CCCCC2)Oc2ccc(NS(=O)(=O)c3ccccc3)cc2C1=O
- BioA inh: -0.1
structure: O=C(C[C@@H]1CC[C@@H](NC(=O)Nc2ccc(F)cc2)[C@H](CO)O1)NCc1ccccn1
- BioA inh: 1.0
structure: O=C(C[C@H]1C[C@H]2c3cc(NS(=O)(=O)c4ccccc4)ccc3O[C@H]2[C@H](CO)O1)NCC(F)(F)F
- BioA inh: 0.5
structure: O=C(N[C@H]1CC[C@@H](CCNS(=O)(=O)c2ccccc2Cl)O[C@@H]1CO)c1ccccc1
- BioA inh: 2.3
structure: Cc1noc(C)c1NC(=O)Nc1ccc2c(c1)C(=O)N([C@@H](C)CO)C[C@@H](C)[C@H](CN(C)Cc1ccc(C(=O)Nc3ccccc3N)cc1)O2
- BioA inh: 1.9

structure: C[C@H](CO)N1C[C@H](C)[C@H](CN(C)Cc2ccncc2)Oc2ccc(NS(=O)(=O)c3cn(C)cn3)cc2C1=O
- BioA inh: 0.5
structure: Cc1ccccc1-c1ccc([C@H]2[C@H]3CN(S(=O)(=O)c4ccc(F)cc4)CCCCN3[C@H]2CO)cc1
- BioA inh: -1.3
structure: C[C@H](CO)N1C[C@H](C)[C@@H](CN(C)C(=O)Cc2ccccc2)OCCCC[C@H](C)Oc2ccc(NS(=O)(=O)c3ccc(F)cc3)cc2C1=O
- BioA inh: -1.4
structure: CN(C)CC#Cc1ccc([C@H]2[C@@H](CO)N3CCCCN(CC4CCOCC4)C[C@H]23)cc1
- BioA inh: -1.8
structure: COc1ccc(CN(C)C[C@H]2OCCCC[C@H](C)Oc3ccc(NC(=O)Nc4ccc(OC)cc4)cc3C(=O)N([C@@H](C)CO)C[C@@H]2C)cc1
- BioA inh: 0.4
structure: C[C@@H]1CN([C@H](C)CO)C(=O)c2cc(NC(=O)NC3CCCCC3)ccc2O[C@@H]1CN(C)Cc1ccc2c(c1)OCO2
- BioA inh: 0.4
structure: C[C@@H]1CN([C@@H](C)CO)C(=O)c2cc(NC(=O)Cn3cnnn3)ccc2O[C@@H]1CN(C)C(=O)NC1CCCCC1
- BioA inh: 0.2
structure: C[C@@H]1CN([C@H](C)CO)C(=O)c2cc(C3=CCCCC3)cnc2O[C@H]1CN(C)C(=O)Nc1cccc(F)c1
- BioA inh: 6.0
structure: C[C@H]1CN([C@@H](C)CO)C(=O)CCCn2cc(nn2)CO[C@H]1CN(C)C(=O)Nc1ccc(N2CCCCC2)cc1
- BioA inh: -1.0
structure: C[C@@H]1CN([C@H](C)CO)C(=O)c2cc(-c3ccncc3)cnc2O[C@@H]1CN(C)C(=O)C1CC1
- BioA inh: 0.8
structure: COc1cccc(C#Cc2cnc3c(c2)C(=O)N([C@@H](C)CO)C[C@@H](C)[C@@H](CN(C)C(=O)C2CCOCC2)O3)c1
- BioA inh: 1.1
structure: Cc1noc(C)c1S(=O)(=O)Nc1ccc2c(c1)C(=O)N([C@H](C)CO)C[C@H](C)[C@@H](CN(C)CC1CC1)O2
- BioA inh: 0.9
structure: N#C[C@H]1[C@@H](c2ccc(-c3cccnc3)cc2)[C@@H](CO)N1C(=O)Nc1ccc(F)cc1
- BioA inh: 11
structure: CN(C)CC(=O)N[C@@H]1C=C[C@@H](CC(=O)NCc2ccccc2F)O[C@@H]1CO
- BioA inh: 0.7
structure: CO[C@H]1CN(C)C(=O)c2cc(NC(C)=O)ccc2OC[C@H](C)N(Cc2cc(F)ccc2F)C[C@@H]1C
- BioA inh: 1.1

structure: CO[C@@H]1CN(C)C(=O)c2ccc(NC(=O)c3ccccc3F)cc2OC[C@H](C)N(CC2CCOCC2)C[C@@H]1C
- BioA inh: -3.4
structure: CC(C)(O)C#Cc1ccc([C@H]2[C@@H](CO)N3CCCCN(Cc4ccccc4F)C[C@@H]23)cc1
- BioA inh: -1.7
structure: CC(C)NC(=O)N(C)C[C@@H]1Oc2cc(C3=CCCCC3)ccc2S(=O)(=O)N([C@H](C)CO)C[C@@H]1C
- BioA inh: 1.4
structure: C[C@@H](NC(=O)C[C@@H]1CC[C@@H]2[C@H](COC[C@@H](O)CN2C(=O)Nc2cccc(F)c2)O1)c1ccccc1
- BioA inh: 3.5
structure: COCC(=O)Nc1ccc2c(c1)C(=O)N(C)[C@H]1CC[C@@H](CC(=O)Nc3cn(C)nc3C)O[C@@H]1CO2
- BioA inh: -3.2
structure: CC(C)NC(=O)N(C)C[C@@H]1Oc2c(NS(=O)(=O)c3cn(C)cn3)cccc2C(=O)N([C@H](C)CO)C[C@H]1C
- BioA inh: -2.7
structure: Cc1noc(C)c1NC(=O)Nc1ccc2c(c1)C(=O)N([C@H](C)CO)C[C@H](C)[C@H](CN(C)Cc1ccncc1)O2
- BioA inh: -4.0

High-throughput results as filed in PubChem.
